High-throughput results deposited in PubChem BioAssay by several laboratories.
XIAP displacement: XIAP antagonists, biochemical, IAP family, fluorescence polarization (AID 1018); displacement, % at 20 µM; hits with a dose series show IC50 in µM; XIAP BIR domain, fluorescence polarization peptide displacement; higher % means a stronger effect; 0.007% of 200,000 active; E3 ubiquitin-protein ligase XIAP (Homo sapiens); in the data active = displacement above about 50%; also: a part of the inactive calls stands beside numbers as strong as those of hits
PMI inhibition: human PMI inhibitors, high substrate, primary screen, biochemical, fluorescence intensity, high mannose 6-phosphate (AID 1220); 0.66% of 190,000 active; inhibition, % at 20 µM, or IC50 in µM where a hit was titrated; recombinant PMI enzyme, coupled fluorescence intensity; higher % means a stronger effect; Mannose-6-phosphate isomerase (Homo sapiens); in the data active = inhibition above about 50%
SIAH1 antagonists: Siah-1 peptide-binding antagonists, primary screen, biochemical, fluorescence polarization, rhodamine-plectin, uHTS (AID 1817); E3 ubiquitin-protein ligase SIAH1 (Homo sapiens); Siah-1 / rhodamine-plectin peptide fluorescence polarization; higher % means a stronger effect; one-dose displacement, % at 20 µM; IC50 in µM for titrated hits; 0.02% of 290,000 active;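 active = displacement of at least 50% at 20 µM, with a fluorescence ratio check between 0.3 and a set limit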;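 also: plate controls were Siah plus tracer with DMSO for no effect and tracer alone without Siah for full effect; strong numbers were not always called active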
P. falciparum M17LAP: P. falciparum M17LAP inhibitors, primary screen, biochemical, fluorogenic H-Leu-NHMec substrate, 1536-well (AID 1619); Leucine aminopeptidase (Plasmodium falciparum (isolate 3D7)); recombinant M17LAP, H-Leu-NHMec fluorogenic kinetic assay; higher % means a stronger effect; one-dose inhibition, % at 30 µM; IC50 in µM for titrated hits; 0.38% of 220,000 active;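 active = compound inhibiting the enzyme by more than half at any dose during confirmatory dose-response retesting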;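 also: plate controls were full reaction with DMSO carrier for no effect and no enzyme background for full effect; strong numbers were not always called active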
P. falciparum M1AAP: P. falciparum M1AAP inhibitors, biochemical, fluorogenic H-Leu-NHMec substrate, 1536-well (AID 1445); Aminopeptidase N (Plasmodium falciparum (isolate 3D7)); recombinant M1AAP, H-Leu-NHMec fluorogenic kinetic assay; higher % means a stronger effect; inhibition, % at 30 µM, or IC50 in µM where a hit was titrated; 0.42% of 220,000 active;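 active = primary inhibition above the hit cutoff, then over 50% inhibition at one or more dose response concentrations, cut at about 23% in these data, passing the limit was not always enough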;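 also: plate controls were DMSO full reaction for no effect and no enzyme background for full effect; strong numbers were not always called active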
West Nile virus CPE: West Nile virus antiviral activity, cell-based, CPE readout (AID 1621) | West Nile virus-infected cells, CPE inhibition; higher % means a stronger effect | one-dose CPE inhibition, % at 10 µM; IC50 in µM for titrated hits | 0.02% of 290,000 active; in the data active = a potency from the dose series; also: strong numbers were not always called active
Yfh1-off respiration: enhancers of respiration in Yfh1-depleted yeast, dose response, Friedreich's ataxia, plus single-dose screen (AID 1465). S. cerevisiae Yfh1-off respiration, WST-1 reduction, 72 h; higher fold induction means a stronger effect. fold induction at 50 µM; hits with a dose series show EC50 in µM. 0.074% of 220,000 active;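 active = fold induction of absorbance versus untreated yeast above a set limit, then at least 30% activation at any dose in follow-up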;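 also: activators that raise dye reduction in frataxin-depleted yeast; strong numbers were not always called active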
Salmonella PhoP GFP: inhibitors of PhoP regulon expression, primary screen, Salmonella Typhimurium, GFP reporter (AID 1863); S. Typhimurium PhoP-regulated promoter GFP reporter, 4 h; higher % means a stronger effect; inhibition, % at 50 µM; hits with a dose series show IC50 in µM; 0.16% of 300,000 active;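 active = inhibition over 29.93%, a cutoff 3 SD above the screen mean, later confirmed by dose response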;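 also: 0% = low Mg2+ inducing control and 100% = high Mg2+ repressing control; strong numbers were not always called active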
ER stress rescue: rescue of cells from ER stress-induced death, primary screen, 384-well, CSM14.1, thapsigargin, ATP luminescence (AID 1222); CSM14.1 thapsigargin-induced death rescue, ATP luminescence; higher % means a stronger effect; cellular ATP content (survival), % at 20 µM; hits with a dose series show EC50 in µM; 190,000 tested, under 10 active;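 active = EC50 below 50 µM in the dose-response confirmation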;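 also: death triggered by thapsigargin at about 15 µM added after 2 h compound pretreatment; cell ATP read after overnight thapsigargin exposure of roughly 18 to 22 hours; normalized against plate controls of thapsigargin alone and 5% DMSO vehicle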
Active calls of the source: *; i = inactive; · = not tested or not shown.

SMILES | XIAP displacement | PMI inhibition | SIAH1 antagonists | P. falciparum M17LAP | P. falciparum M1AAP | West Nile virus CPE | Yfh1-off respiration | Salmonella PhoP GFP | ER stress rescue
COc1cc(/C=C2\CCOC2=O)cc(OC)c1OC | · | · | -5% | 10% | 2% | 0.9% | i | 4% | ·
CCOC(=O)c1c(=O)n(O)c2ccc(OC)cc2[n+]1[O-] | -0.3% | 18% | 61% | 9% | 9% | 0.0% | i | -36% | -2.1%
O=C(CN1C(=O)C(=O)c2ccccc21)NC1CCCCC1 | -10% | 12% | 14% | 0% | 12% | 0.7% | i | 3% | -4.1%
Cc1ccc(C)n1-c1ccc(NC(=O)c2ccccc2)cc1 | 0.8% | 7% | 1% | 2% | 4% | -0.5% | i | 11% | -7.5%
CN(C)c1ccc(-c2ccncc2)cc1 | -6.1% | 2% | 2% | · | · | · | · | · | -3.7%
CCOc1ccccc1/C=C/C(=O)c1ccc(Cl)cc1 | -1.3% | 11% | 8% | -2% | -5% | -0.7% | i | 8% | 1.5%
CCc1ccc(NC(=O)CSCc2ccc(C(=O)O)cc2)cc1 | -14% | -2% | -5% | 0% | -2% | 2.3% | i | -11% | -1.2%
O=C(Nc1ccc2c(c1)nc1n2CCOC1)c1ccco1 | -3.1% | 11% | 8% | 4% | 2% | -0.1% | i | 11% | -2.6%
COC(=O)CSc1nc(C)cc(C)c1C#N | -13% | 4% | 4% | · | · | -0.4% | i | · | -1.7%
N/C(=N\OC(=O)COc1ccc(Cl)cc1Br)c1ccncc1 | -4.2% | 12% | -1% | 5% | 2% | -1.1% | i | 4% | -1.1%
O=C(OCc1ccccc1)Oc1cncc(C(=O)O)c1 | -4.1% | -4% | 4% | 6% | 5% | -0.1% | i | 24% | 0.0%
COc1ccccc1C(=O)C1CCCN(C(=O)CCn2cnnn2)C1 (stereo unspecified) | · | · | 19% | -4% | 7% | -0.6% | i | -11% | ·

Four compounds out of the list, ordered by SMILES length, falling:
SMILES | XIAP displacement | PMI inhibition | SIAH1 antagonists | P. falciparum M17LAP | P. falciparum M1AAP | West Nile virus CPE | Yfh1-off respiration | Salmonella PhoP GFP | ER stress rescue
CCOC(=O)c1c(=O)n(O)c2ccc(OC)cc2[n+]1[O-] | -0.3% | 18% | 61% | 9% | 9% | 0.0% | i | -36% | -2.1%
CCc1ccc(NC(=O)CSCc2ccc(C(=O)O)cc2)cc1 | -14% | -2% | -5% | 0% | -2% | 2.3% | i | -11% | -1.2%
O=C(OCc1ccccc1)Oc1cncc(C(=O)O)c1 | -4.1% | -4% | 4% | 6% | 5% | -0.1% | i | 24% | 0.0%
COC(=O)CSc1nc(C)cc(C)c1C#N | -13% | 4% | 4% | · | · | -0.4% | i | · | -1.7%

Next part
SMILES | XIAP displacement | PMI inhibition | SIAH1 antagonists | P. falciparum M17LAP | P. falciparum M1AAP | West Nile virus CPE | Yfh1-off respiration | Salmonella PhoP GFP | ER stress rescue
Cn1c(SCC(=O)OC2CCCCC2)nnc1-c1ccco1 | -10% | -9% | -5% | 17% | 3% | -0.1% | i | -8% | -2.6%
O=C(Nc1cccc(Cl)c1)/C(=C\c1cccnc1)NC(=O)c1ccco1 | -3.1% | 7% | -1% | 2% | 2% | -0.2% | i | -8% | 0.4%
COc1ccc(/C(C)=N/NC(=O)C2CC2)cc1 | -4.4% | -3% | 1% | 1% | 8% | -0.2% | i | -6% | -1.2%
OC(COCc1ccc(Cl)cc1)CN1CCN(CC(O)COCc2ccc(Cl)cc2)CC1 (stereo unspecified) | -17% | -12% | 4% | 2% | 0% | -1.2% | i | 21% | -2.5%
CCOc1cc(CNCCc2ccc(S(N)(=O)=O)cc2)ccc1OCC(=O)NC1CCCCC1 | -0.2% | -18% | 0% | 5% | 10% | 0.2% | i | -4% | 5.3%
CCC(C)[C@H](NC(=O)NCc1ccc(OC)c(OC)c1)C(=O)O (stereo partly specified) | · | · | 19% | -1% | 0% | 0.5% | i | -10% | ·
O=C1CC2(CON=C2c2ccc(F)cc2)C(=O)N1c1ccc(F)cc1 (stereo unspecified) | -3.8% | 0% | 0% | -14% | 4% | 0.4% | i | -5% | 1.2%
O=C(O)c1ccccc1NCc1ccco1 | · | · | -2% | -8% | 5% | 0.1% | i | 0% | ·
COc1ccc(OC)c(CNc2ccc(F)c(Cl)c2)c1 | -5.4% | -5% | 4% | -4% | 6% | 0.2% | i | -5% | 2.5%
CC(C)Cn1c(SCC#N)nc2ccccc2c1=O | -0.5% | 1% | 0% | 1% | -5% | -0.4% | i | 15% | 5.1%
CCOc1cccc(C(=O)Nc2ccc(N(CC)CC)cc2)c1 | -2.9% | 14% | 2% | 10% | 10% | 0.0% | i | -18% | -0.4%
CCOc1ccc2nc(Cl)c(C3CC(c4ccccc4)=NN3C(=O)c3ccco3)cc2c1 (stereo unspecified) | -6.4% | 14% | 4% | 12% | 2% | -0.3% | i | -2% | -0.6%
CCOC(=O)c1c(C)[nH]c(C(=O)COC(=O)C2CC(=O)N(Cc3ccccc3)C2)c1C (stereo unspecified) | -4.0% | -2% | 1% | 16% | 3% | 0.0% | i | 8% | 2.3%
Cc1cccc(N(CC(=O)Nc2cccnc2)S(C)(=O)=O)c1 | · | · | 0% | -12% | -5% | 0.5% | i | -8% | ·
O=C1C2CC=CCC2C(=O)N1c1ccc(NCCc2ccccc2F)c([N+](=O)[O-])c1 (stereo unspecified) | -1.1% | -3% | 3% | 4% | 14% | 0.1% | i | 17% | 8.3%
CCC(C)(C)NC(=O)C(c1ccccc1F)N(C(=O)c1ccn[nH]1)c1ccccc1 (stereo unspecified) | -6.7% | -2% | 0% | -2% | -2% | 0.7% | i | -4% | -0.1%
O=C(c1ccc(C(F)(F)F)cc1)n1ccc(-c2cccs2)n1 | · | · | 15% | -3% | 2% | 0.2% | i | -12% | ·
Cc1cccc(C)c1Nc1c(-c2ccccc2O)nc2ncccn12 | · | · | 0% | 18% | 20% | 0.3% | i | -4% | ·
CCCc1cc(=O)[nH]c(SCC(=O)Nc2nc(-c3ccccc3)cs2)n1 | -4.5% | -10% | -3% | 1% | 6% | 0.1% | i | -9% | -2.8%
COC(=O)c1cnc(N2CCOCC2)nc1C(F)(F)F | · | · | 1% | -5% | -2% | 0.5% | i | 0% | ·
CCOC(=O)c1c(CN2CCOCC2)oc2ccc(OC)cc12 | -1.6% | 4% | 4% | -4% | 1% | 0.0% | i | 10% | -1.1%
O=C(NCc1ccco1)c1ccc(COc2ccc(Cl)cc2)cc1 | -1.0% | 0% | 0% | 0% | -1% | 0.2% | i | 16% | 2.1%
COc1ccc2[nH]c(=O)c(CN(C(=O)c3ccco3)C3CCCCC3)cc2c1 | -2.3% | -11% | 1% | 0% | 12% | 0.1% | i | 0% | -1.0%
C=CCN1C(=O)/C(=C2/Sc3ccc(OC)cc3N2C)SC1=Nc1cccc(O)c1 | -6.3% | -5% | -2% | -6% | -6% | -0.6% | i | 3% | -1.9%
OCCOCCNc1ncnc2c1cnn2-c1ccccc1 | -1.7% | -10% | 11% | 13% | -2% | 0.1% | i | 5% | -0.9%
Cc1ccc(-n2nnnc2SCc2ccccn2)cc1C | -4.8% | -7% | -8% | -21% | -6% | · | · | -8% | 4.8%
O=C(c1cccs1)N1CCN(CCCc2ccccc2)CC1 | -5.9% | 0% | 5% | 4% | -3% | -0.4% | i | 16% | -0.1%
Cc1ccc(COc2ccc(/C=N/NC(=O)c3ccc(CN4CCOCC4)cc3)cc2)cc1 | -7.5% | -1% | 6% | -8% | 5% | -1.4% | i | -2% | -0.2%
CCn1c2c(c3ccc(OC)cc31)CCCC2=O | -1.8% | -4% | 0% | -5% | 4% | 0.2% | i | 0% | -1.0%
N#Cc1c(CSCC(=O)O)cc(=O)n2c1[nH]c1ccccc12 | · | · | 10% | 8% | 7% | 0.4% | i | -12% | ·
O=C(NCCCCNC(=O)c1ccc(Cl)s1)c1ccc(Cl)s1 | 2.8% | -32% | -6% | 3% | -3% | -0.1% | i | -4% | -2.0%
COC(=O)Cn1c(=NC(=O)c2ccc(OC)cc2)sc2cc(OC)ccc21 | -1.7% | 5% | 11% | -5% | 15% | 0.2% | i | -15% | 3.9%
COCCOC(=O)C1=C(C)NC(=O)NC1c1ccc(-c2cc(Cl)ccc2Cl)o1 (stereo unspecified) | -9.4% | -7% | 4% | 27% | -2% | -1.4% | i | 5% | -0.9%
CC(NC(=O)/C=C/c1ccco1)c1nc2ccccc2n1Cc1ccccc1F (stereo unspecified) | -0.8% | 8% | 1% | 7% | 2% | -1.1% | i | -7% | 6.8%
Cc1ccc(S(=O)(=O)NCC(=O)N(CC(=O)NCC2CCCO2)Cc2ccccc2)cc1 (stereo unspecified) | -5.2% | -6% | 2% | 9% | 5% | 0.9% | i | 1% | -2.9%
Cc1ccc2[nH]c(=O)c(CN(CCCN(C)C)C(=O)Nc3ccc(Cl)cc3)cc2c1 | -7.1% | 8% | 2% | 1% | 2% | 18µM* | i | -10% | 1.8%
CCC1Oc2ccc(C)cc2N(CC(=O)N2CCN(c3ccc(F)cc3)CC2)C1=O (stereo unspecified) | -1.4% | 8% | -1% | 12% | 1% | -0.5% | i | -5% | ·
CCSc1ccccc1C(=O)Nc1cc(OC)c(OC)c(OC)c1 | -0.2% | 5% | 7% | 2% | 0% | -0.4% | i | 4% | 1.3%
O=C(Cc1ccccc1F)OCC(=O)N1CCc2ccccc21 | -1.9% | 3% | 3% | 4% | 3% | 0.0% | i | -5% | 0.4%
N#Cc1ccc(C(=O)Nc2nc(SCc3ccc(Cl)cc3)n[nH]2)cc1 | -8.0% | -2% | -4% | -3% | -4% | 1.8% | i | 4% | -1.1%
COc1ccc(-c2nnc(NC(=O)CSc3ccc(Cl)cc3)s2)cc1OC | -3.8% | -2% | -7% | -2% | 7% | -0.1% | i | -2% | -2.7%
COc1cc(S(=O)(=O)NCCc2ccc3c(c2)OCO3)ccc1-n1cnnn1 | -8.0% | 6% | -3% | 2% | 3% | -0.5% | i | -6% | -0.7%
Cn1c(SCC(=O)Nc2nccs2)nnc1-c1ccc(S(=O)(=O)N2CCCC2)cc1 | -8.2% | -2% | 2% | -4% | 3% | -0.2% | i | 14% | -1.5%
Cc1ccc(OCc2cnc(Cl)s2)c(C)c1 | -4.2% | 3% | -5% | -4% | 2% | -0.2% | i | 5% | -1.4%
Cc1ccccc1OCC(=O)NCCC1=CCCCC1 | -8.9% | -13% | -4% | 7% | 7% | -1.4% | i | -2% | -5.3%
COCCCNC(=S)N(Cc1ccccc1)Cc1ccccc1 | -8.2% | 3% | 12% | 7% | -3% | -1.1% | i | 6% | -2.7%
COc1ccc(NC(=O)CCCc2c[nH]c3ccccc23)cc1OC | 1.5% | 0% | 4% | 14% | 0% | -1.3% | i | -12% | -0.3%
